INS promoter inh: TRM-6 insulin promoter activity inhibition. TRM-6 cells (human fetal islet line), insulin promoter-eGFP reporter, imaging; reporter expression induced with tamoxifen. inhibition, % at 2 µM. 0.9% of 130,000 active. AID 1273;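 active = inhibition above the mean plus 3 SD, with well images judged a real hit on visual review, cut at about 60% in these data, passing the limit was not always enough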
SDO1 yeast rescue: restores growth of sdo1-depleted yeast; S. cerevisiae sdo1-depleted JHY4D growth rescue, OD600 30 h; active compounds read high; pdr5 snq2 efflux-pump mutant strain; z-score at 10 µM; 0.21% of 140,000 active; AID 817;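 active = z-score above 3 at both the 24 hr and the 30 hr optical density reads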;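 note: z-score against mean and SD of all compound wells on the same plate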
SDO1 yeast rescue Rescue 24 h: recorded beside SDO1 yeast rescue, whose call it bears; z-score; S. cerevisiae sdo1-depleted JHY4D growth rescue, OD600; measured here: growth rescue at 24 h;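 0 is the plate mean of compound wells and units are plate SD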
* marks the source's active call; other numbers are inactive results; [ ] = another dose, or the depositor's remark.

Cc1ccnc2nc(C(=O)Nc3nnc(-c4ccccc4)o3)nn12 was read as INS promoter inh 40.0.
For CNCC(O)COc1cccc(OC)c1 (stereo not drawn) the results were INS promoter inh 9.1.
For CSc1ccccc1NS(=O)(=O)c1ccccc1 the results were INS promoter inh 9.5, SDO1 yeast rescue 0.16 and SDO1 yeast rescue Rescue 24 h 0.66.
`Cc1cc(Cl)ccc1OCC(=O)Nc1nc(-c2cccs2)cs1` gave INS promoter inh 13.5, SDO1 yeast rescue -1.46 and SDO1 yeast rescue Rescue 24 h -0.84.
For CN(Cc1ccccc1)C(=O)CN(C1CCCCC1)S(C)(=O)=O the results were INS promoter inh 14.4, SDO1 yeast rescue 0.77 and SDO1 yeast rescue Rescue 24 h 0.03.
For Cc1nn(C)c(C)c1S(=O)(=O)N1CCCC(C(=O)NCCc2ccc(Cl)cc2)C1 (stereo not drawn) the results were SDO1 yeast rescue 0.12 and SDO1 yeast rescue Rescue 24 h -0.64.
`CC1(C)NC(=O)N(CC(O)COc2cc3ccccc3cc2C(=O)N2CCCCC2)C1=O` (stereo not drawn) gave SDO1 yeast rescue 0.47[9.2 µM] and SDO1 yeast rescue Rescue 24 h 0.2.
O=C(Nc1ccccc1)N(Cc1ccc(Cl)cc1)CC(O)C(F)(F)F (stereo not drawn) was read as INS promoter inh -24.3, SDO1 yeast rescue 1.7 and SDO1 yeast rescue Rescue 24 h 0.66.
Screening CCOc1ccc(NC(=O)CSc2nnc(-c3ccccn3)n2C)cc1 returned INS promoter inh -25.6, SDO1 yeast rescue 0.64 and SDO1 yeast rescue Rescue 24 h -0.1.
Screening COc1ccc(Cc2nnc(NC(=O)c3ccco3)s2)cc1 returned INS promoter inh 28.2, SDO1 yeast rescue -0.04 and SDO1 yeast rescue Rescue 24 h 0.06.
`O=C1Nc2cc(Cl)c(Cl)cc2N(O)N1c1cc(Cl)cc(Cl)c1` gave INS promoter inh 42.1, SDO1 yeast rescue 1.43 and SDO1 yeast rescue Rescue 24 h 0.96.
Screening O=C(COc1ccc(-n2cnnn2)cc1)NC(=O)NCc1ccccc1 returned INS promoter inh -3.0, SDO1 yeast rescue -0.01 and SDO1 yeast rescue Rescue 24 h -0.17.
Screening Cc1ccc(C)c(OCC(=O)Nc2ccc3c(c2)OCO3)c1 returned SDO1 yeast rescue -0.84 and SDO1 yeast rescue Rescue 24 h -1.15.
Screening CCOC(=O)c1ccccc1NC(=O)CSc1nnc(COc2ccccc2C)n1C returned INS promoter inh -22.2, SDO1 yeast rescue -1.8 and SDO1 yeast rescue Rescue 24 h -1.59.
COCc1cc(=O)n2[nH]c(-c3ccc(C)cc3)cc2n1 was read as INS promoter inh -20.0, SDO1 yeast rescue 0.67 and SDO1 yeast rescue Rescue 24 h 0.12.
Screening Cc1sc2ncnc(OCC(=O)N3CCN(C(=O)c4ccco4)CC3)c2c1C returned INS promoter inh 33.3.
For O=c1c(C=Nc2ccc(Cl)cc2)c[nH]n1-c1cccc(Cl)n1 the results were INS promoter inh 10.0, SDO1 yeast rescue 0.24 and SDO1 yeast rescue Rescue 24 h 0.75.
For CN(C)c1ccc(-c2nnn(CC(=O)N3c4ccccc4CCc4ccccc43)n2)cc1 the results were INS promoter inh 30.0, SDO1 yeast rescue 0.8 and SDO1 yeast rescue Rescue 24 h 1.75.
Screening CC(NC(=O)COc1ccc(-c2nnco2)cc1)c1ccc(Cl)cc1Cl (stereo not drawn) returned SDO1 yeast rescue -0.33 and SDO1 yeast rescue Rescue 24 h -0.41.
`CCCCNC(=S)N/N=C/c1cc(C)ccc1C` gave INS promoter inh -20.0, SDO1 yeast rescue -1.35 and SDO1 yeast rescue Rescue 24 h -0.73.
For O=C(CN(C(=O)c1ccc(Cl)cc1)N1C(=O)C2CCCCC2C1=O)c1ccc(Cl)cc1 (stereo not drawn) the results were INS promoter inh 47.2, SDO1 yeast rescue -0.82 and SDO1 yeast rescue Rescue 24 h -0.02.
C/C(=N\NC(=O)Cn1c(-c2ccccn2)nc2ccccc21)c1cccc(O)c1 was read as INS promoter inh 42.9.
`CCOc1cc2[nH]c(=S)n(CCN3CCC(C)CC3)c(=O)c2cc1OCC` gave INS promoter inh -30.0, SDO1 yeast rescue 0.36 and SDO1 yeast rescue Rescue 24 h -0.15.
`COc1cc(N/N=C(\C)c2ccc(N)cc2)nc(-c2ccccc2)n1` gave INS promoter inh 50.0.
For Nc1nc(CSc2nnnn2-c2ccc(Cl)cc2)nc(N2CCOCC2)n1 the results were INS promoter inh 20.5, SDO1 yeast rescue 0.67 and SDO1 yeast rescue Rescue 24 h -0.08.
`CC1CCCN(c2nc3ccccc3nc2C(C#N)C(=O)OC2CCCCC2)C1` (stereo not drawn) gave INS promoter inh -23.1, SDO1 yeast rescue -0.52 and SDO1 yeast rescue Rescue 24 h -0.95.
O=C(Nc1ccc2c(c1)C(=O)N(CC1CCCO1)C2=O)c1ccc(Cl)c(Cl)c1 (stereo not drawn) was read as INS promoter inh 17.9, SDO1 yeast rescue -0.96 and SDO1 yeast rescue Rescue 24 h -0.11.
Screening CCC(C)NC(=O)CSC1=Nc2ccccc2C2=NC(c3ccccc3)C(=O)N12 (stereo not drawn) returned INS promoter inh 0.0, SDO1 yeast rescue -0.18 and SDO1 yeast rescue Rescue 24 h -0.19.
Screening Cc1cc(C)n2nc(SCc3nnc(SCc4ccccc4)s3)nc2n1 returned SDO1 yeast rescue -0.8 and SDO1 yeast rescue Rescue 24 h -0.89.
Screening CCn1cc(C(=O)NC2CCCCCC2)c2cc(OC)c(OC)cc2c1=O returned SDO1 yeast rescue -0.14 and SDO1 yeast rescue Rescue 24 h 0.28.
CCCC1S/C(=N/N=C/c2ccc(C)cc2)N(Cc2ccc(OC)cc2)C1=O (stereo not drawn) was read as INS promoter inh 17.9, SDO1 yeast rescue 0.43 and SDO1 yeast rescue Rescue 24 h 0.2.
For O=C(CCn1nc(-c2ccccc2)ccc1=O)N1CCN(c2ccccn2)CC1 the results were INS promoter inh 18.5, SDO1 yeast rescue 0.48 and SDO1 yeast rescue Rescue 24 h 0.77.
O=C(O)c1cccc(N2C(=O)Nc3ccccc3N2O)c1 was read as INS promoter inh -6.7, SDO1 yeast rescue 0.45 and SDO1 yeast rescue Rescue 24 h 1.34.
`Cc1cc(-c2nnco2)c(C)n1-c1ccc(F)cc1` gave INS promoter inh 9.1, SDO1 yeast rescue -0.41 and SDO1 yeast rescue Rescue 24 h -0.72.
For CC(C)CNS(=O)(=O)c1cc(C(=O)N2CCOCC2)c(Cl)cc1Cl the results were INS promoter inh 4.3, SDO1 yeast rescue 0.13 and SDO1 yeast rescue Rescue 24 h -0.04.
Screening CC(=O)Nc1ccc(NC(=O)CN2CCN(c3cccc(C(F)(F)F)c3)CC2)cc1 returned INS promoter inh -16.4, SDO1 yeast rescue 0.44 and SDO1 yeast rescue Rescue 24 h 1.19.
CCC1CCCCN1C(=O)c1c(-c2ccccc2)noc1C (stereo not drawn) was read as INS promoter inh 43.8, SDO1 yeast rescue -0.93 and SDO1 yeast rescue Rescue 24 h -0.41.
CC(C)(C)n1nnnc1C(c1cccnc1)N1CCN(C2CCCCC2)CC1 (stereo not drawn) was read as INS promoter inh -14.3, SDO1 yeast rescue 0.36 and SDO1 yeast rescue Rescue 24 h 0.02.
Cc1ccc(NC(=O)CNC(=O)c2cccs2)cc1S(=O)(=O)Nc1ccc(Cl)cc1 was read as INS promoter inh -57.7, SDO1 yeast rescue -0.64 and SDO1 yeast rescue Rescue 24 h -0.42.
Screening CC(=O)N1N=C(c2ccc(C)cc2)OC1c1cccnc1 (stereo not drawn) returned INS promoter inh -40.0.
Cc1cccc(/C(N)=N/OC(=O)c2ccc(Br)o2)c1 was read as INS promoter inh -86.2, SDO1 yeast rescue -0.95 and SDO1 yeast rescue Rescue 24 h -0.12.
`CCOC(=O)c1[nH]ncc1CN1CCCC(C(=O)c2ccc(C(C)(C)C)cc2)C1` (stereo not drawn) gave INS promoter inh 12.5.
Screening CC(=O)Nc1cc(C(C)C)c(O)c(C(C)C)c1 returned INS promoter inh 69.8, SDO1 yeast rescue 0.58 and SDO1 yeast rescue Rescue 24 h 0.63.
`Clc1cccc(CSc2ccc(-c3cccnc3)nn2)c1` gave INS promoter inh -23.1.
For CC(C)CCNC(=O)c1ccc2c(c1)N(Cc1ccccc1)C(=O)CS2=O (stereo not drawn) the results were SDO1 yeast rescue 0.36 and SDO1 yeast rescue Rescue 24 h 0.1.

Brought forward from above: 5 compounds, then new ones.
Cc1cccc(/C(N)=N/OC(=O)c2ccc(Br)o2)c1 was read as INS promoter inh -86.2, SDO1 yeast rescue -0.95 and SDO1 yeast rescue Rescue 24 h -0.12.
`CCOC(=O)c1[nH]ncc1CN1CCCC(C(=O)c2ccc(C(C)(C)C)cc2)C1` (stereo not drawn) gave INS promoter inh 12.5.
Screening CC(=O)Nc1cc(C(C)C)c(O)c(C(C)C)c1 returned INS promoter inh 69.8, SDO1 yeast rescue 0.58 and SDO1 yeast rescue Rescue 24 h 0.63.
`Clc1cccc(CSc2ccc(-c3cccnc3)nn2)c1` gave INS promoter inh -23.1.
For CC(C)CCNC(=O)c1ccc2c(c1)N(Cc1ccccc1)C(=O)CS2=O (stereo not drawn) the results were SDO1 yeast rescue 0.36 and SDO1 yeast rescue Rescue 24 h 0.1.
For C/C(=N\n1cnnc1)c1ccccc1 the results were INS promoter inh 0.0.
Screening CCOC(=O)C1=C(COC(=O)C2(C)CC2(Cl)Cl)NC(=O)NC1c1ccc(OC)cc1 (stereo not drawn) returned INS promoter inh -33.3.
`CCOc1ncccc1C(=O)NCC1COc2ccccc2O1` (stereo not drawn) gave INS promoter inh -24.2, SDO1 yeast rescue -0.34 and SDO1 yeast rescue Rescue 24 h -0.58.
For COc1ccccc1OCC(=O)NNC(=O)c1c(-c2ccccc2Cl)noc1C the results were INS promoter inh -18.8.
Screening COC(=O)C1CCN(CC(N)=O)CC1 returned INS promoter inh 64.3, SDO1 yeast rescue 1.66 and SDO1 yeast rescue Rescue 24 h 2.01.
Screening O=C(CSCc1ccc(Br)cc1)N=Nc1c(O)[nH]c2ccccc12 returned INS promoter inh 27.3, SDO1 yeast rescue -0.07 and SDO1 yeast rescue Rescue 24 h 0.17.
`CC(C)CCNC(=O)C1CCN(c2nnc(-n3cccc3)s2)CC1` gave SDO1 yeast rescue 0.32 and SDO1 yeast rescue Rescue 24 h -0.11.
Screening C=C(C)c1cccc(C(C)(C)NC(=O)N2CCN(c3ccccn3)CC2)c1 returned SDO1 yeast rescue -1.65 and SDO1 yeast rescue Rescue 24 h -2.08.
CCNC(=O)CSc1nc2ccccc2c(=O)n1CCCOC(C)C was read as INS promoter inh 3.1, SDO1 yeast rescue 1.49 and SDO1 yeast rescue Rescue 24 h 1.5.
C/C(=N/Nc1ccc([N+](=O)[O-])cc1)c1ccc(C)cc1C was read as INS promoter inh -76.5.
`Cc1cc(F)ccc1S(=O)(=O)Nc1ccccc1C(=O)Nc1ccc2[nH]c(=O)[nH]c2c1` gave SDO1 yeast rescue 0.43 and SDO1 yeast rescue Rescue 24 h 0.24.
`O=C(c1noc2c1CCCC2)N1CCN(c2ccc(F)cc2)CC1` gave SDO1 yeast rescue 0.53 and SDO1 yeast rescue Rescue 24 h 0.1.
For COc1ccccc1N1CCN(CCN2C(=O)CC(=C3c4ccccc4-c4ccccc43)C2=O)CC1 the results were INS promoter inh 16.3.
For C=CCNC(=O)c1ccc(OC)cc1OC the results were INS promoter inh -5.3, SDO1 yeast rescue 0.03 and SDO1 yeast rescue Rescue 24 h -0.29.
Screening O=C1CCN(C(=O)c2ccc(Cl)cc2)N1 returned INS promoter inh 9.1.

Structures shown so far that contain a thiophene ring, fused or not (3):
`Cc1cc(Cl)ccc1OCC(=O)Nc1nc(-c2cccs2)cs1` gave INS promoter inh 13.5, SDO1 yeast rescue -1.46 and SDO1 yeast rescue Rescue 24 h -0.84.
Screening Cc1sc2ncnc(OCC(=O)N3CCN(C(=O)c4ccco4)CC3)c2c1C returned INS promoter inh 33.3.
Cc1ccc(NC(=O)CNC(=O)c2cccs2)cc1S(=O)(=O)Nc1ccc(Cl)cc1 was read as INS promoter inh -57.7, SDO1 yeast rescue -0.64 and SDO1 yeast rescue Rescue 24 h -0.42.

(listing goes on)
Screening Cc1cc(C)nc(NS(=O)(=O)c2ccc(NC(=O)C3(c4ccccc4)CCCC3)cc2)n1 returned SDO1 yeast rescue 0.52 and SDO1 yeast rescue Rescue 24 h 0.04.
Screening Cc1ccccc1CS(=O)(=O)c1cn(CC(=O)N2CCC(C)CC2)c2ccccc12 returned SDO1 yeast rescue -0.22 and SDO1 yeast rescue Rescue 24 h -0.11.
Screening CC1CCCCN1C(=O)Nc1cccc(Cl)c1 (stereo not drawn) returned INS promoter inh 14.3, SDO1 yeast rescue 0.53 and SDO1 yeast rescue Rescue 24 h 0.2.
`C/C=C/C(=O)OCC(=O)Nc1c(Cl)cccc1Cl` gave SDO1 yeast rescue 0.9 and SDO1 yeast rescue Rescue 24 h 0.77.
For Cc1ccccc1NC(=O)COC(=O)Cc1ccsc1 the results were INS promoter inh 9.5.
`Cc1ccc(-n2c(SCC(N)=O)nnc2-c2ccccn2)cc1` gave INS promoter inh 34.6, SDO1 yeast rescue -0.57 and SDO1 yeast rescue Rescue 24 h -0.83.
For C/C(Cn1cnc([N+](=O)[O-])n1)=N\NC(=O)c1ccccc1F the results were INS promoter inh -161.9, SDO1 yeast rescue 1.02 and SDO1 yeast rescue Rescue 24 h 0.65.
`CC(C)(C)CC(=O)O/N=C(\N)c1ccccn1` gave SDO1 yeast rescue 0.96 and SDO1 yeast rescue Rescue 24 h 0.78.

Screening results (PubChem)
